# MT1-MMP act inh = MT1-MMP (human) activation inhibition; P50281; HT1080 RFP-PRO-GFP cells, GFP/RFP ratio fluorescence, overnight; percent of plate control window, DMSO zero; GFP/RFP ratio change, % at 20 µM; 360,000 compounds, 0.061% hits;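 active means GFP/RFP ratio change of at least 30% with cell ATP level not reduced by more than half and red fluorescence within 50% of control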; further: strong numbers were not always called active
#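 Read-out: GFP/RFP fluorescence ratio; Test system: RFP-PRO-GFP reporter HT1080 cells; Compound dosing: single-point 20 µM compound, 1% DMSO; Times: overnight compound exposure at 37 °C.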
# FAS-TE inh = blocks the thioesterase domain of human fatty acid synthase; P49327; recombinant FAS-TE, OMFH fluorogenic substrate, fluorescence endpoint; inhibition, % at 15 µM; 360,000 compounds, 0.67% hits; AID 602261;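 active means compounds whose normalised, plate-corrected inhibition of enzyme fluorescence in the single-dose primary screen is 50% or more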;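 further: 0% = DMSO with enzyme and 100% = substrate without enzyme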
# Rpn11 block = blocks the human proteasome subunit Rpn11 | O00487 | 360,000 compounds, 0.59% hits | human 26S proteasome, Ub4-pepOG fluorescence polarization; 20S core pre-blocked with epoxomicin | calls only at 20 µM | AID 588493;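 active means inhibition at 20 µM, scaled to each plate's controls, above about 33%, limit read from the data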
# Target sequence (O00487 whole entry, looked up): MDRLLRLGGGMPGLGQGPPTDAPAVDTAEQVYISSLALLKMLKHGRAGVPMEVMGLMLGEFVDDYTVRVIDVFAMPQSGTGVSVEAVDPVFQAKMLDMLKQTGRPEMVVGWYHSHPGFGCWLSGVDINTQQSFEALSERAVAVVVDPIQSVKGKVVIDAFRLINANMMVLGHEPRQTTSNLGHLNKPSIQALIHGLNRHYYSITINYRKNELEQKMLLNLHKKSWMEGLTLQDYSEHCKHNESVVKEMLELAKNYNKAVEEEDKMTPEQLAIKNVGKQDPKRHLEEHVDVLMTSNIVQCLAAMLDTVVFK
# SKN-1 block = inhibitors of C. elegans SKN-1 | C. elegans VP596 Pgst-4::GFP/RFP ratio, acrylamide-induced, 24 h | inhibition, % at 21.8 µM | 360,000 compounds, 0.49% hits | AID 624304;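 active means interference check ratio from 0.5 to 1.5 plus GFP to RFP signal ratio inhibition reaching or exceeding a fixed threshold, cut at about 30% in these data, passing the limit was not always enough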; further: some compounds called inactive have numbers as strong as hits
# Neddyl block = cullin neddylation inhibition. TR-FRET cullin neddylation, biochemical. calls only at 25 µM. P61081+Q13564. AID 651699. 360,000 compounds, 0.58% hits; in the data active means inhibition above about 36%
# CSN inh = inhibitors of human CSN-mediated cullin deneddylation | Purified CSN, SCF-Nedd8-OG deneddylation, fluorescence polarization | AID 651999 | inhibition, % at 12.5 µM | Q92905 | 360,000 compounds, 0.38% hits;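 active means pattern-corrected inhibition above about 35%, with an unprinted fluorescence ratio check between 0.5 and 1.5, limit read from the data, passing the limit was not always enough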;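 further: 0% = enzyme with substrate and 100% = substrate without enzyme; some results filed as inactive read as strong as hits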
# Target sequence (Q92905 whole entry, looked up, one chain of several): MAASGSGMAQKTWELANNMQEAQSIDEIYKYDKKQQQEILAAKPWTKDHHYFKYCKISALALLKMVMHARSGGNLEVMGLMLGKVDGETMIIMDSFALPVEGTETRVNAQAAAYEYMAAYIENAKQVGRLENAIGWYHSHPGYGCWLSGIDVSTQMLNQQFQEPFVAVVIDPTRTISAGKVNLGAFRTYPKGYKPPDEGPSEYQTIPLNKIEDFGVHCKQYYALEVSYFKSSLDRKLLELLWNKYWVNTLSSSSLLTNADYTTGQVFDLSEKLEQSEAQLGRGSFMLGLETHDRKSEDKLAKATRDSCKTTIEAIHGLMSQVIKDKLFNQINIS
#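 Assay system: purified human Csn5 enzyme expressed in HEK293T cells; Input: 0.24 nM Csn5 enzyme, final concentration; Reagent: 10 nM SCFSkp2-Nedd8OG; Compound dosing: 12.5 µM single point; Times: reaction 90 min, room temperature; Technique: fluorescence polarization readout.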
# Rin1-Abl PPI inh = human Rin1-Abl interaction inhibition; TR-FRET Rin1/Abl binding, biochemical; inhibition, % at 7.35 µM; 360,000 compounds, 0.4% hits; in the data active means inhibition above about 5%, passing the limit was not always enough
# PABP1 MLLE inh = inhibitors of microRNA-mediated deadenylation, human PABP1 MLLE binding; P11940; GST-MLLE / FITC-PAM2 fluorescence polarization; inhibition, % at 20 µM; 360,000 compounds, 0.36% hits; AID 588489; in the data active means inhibition above about 35%, passing the limit was not always enough;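 further: plate controls were DMSO wells with GST-MLLE for no effect and wells lacking GST-MLLE protein for full effect; some results filed as inactive read as strong as hits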
# NadD inh = NadD (S. aureus) enzyme inhibition; purified NadD enzyme, colorimetric absorbance read-out; inhibition, % at 20 µM; 360,000 compounds, 0.78% hits; AID 602399; in the data active means inhibition above about 26%; further: some compounds past the cut are filed as inactive
# Starred values were filed as active, the others as inactive; i = inactive; / = no result given.
SMILES,MT1-MMP act inh,FAS-TE inh,Rpn11 block,SKN-1 block,Neddyl block,CSN inh,Rin1-Abl PPI inh,PABP1 MLLE inh,NadD inh
O=C(Nc1ccc(F)cc1)c1cc(Cl)sc1Cl,-5,-3,i,-3,i,-8,-2,15,-4
COc1cc(C(O)c2nc(-c3cnn(C)c3)cs2)ccc1F (configuration not stated),1,-5,i,7,i,-2,0,6,-1
CN(C)/C=N/S(=O)(=O)c1cccn1-c1ncc(C(F)(F)F)cc1Cl,5,-16,i,3,i,0,-1,3,-1
Cc1cccc(C)c1NC(=S)Nc1ccc(Cl)c(Cl)c1,11,7,i,3,i,-1,3,45*,4
CC(C)(C)OC(=O)N1CCC(C(=O)N[C@@H](Cc2ccccc2)C(=O)O)CC1,3,-4,i,8,i,4,0,14,-7
Cc1ccc(NC(=O)c2ccccc2-c2ccc(C(F)(F)F)cc2)cc1S(=O)(=O)N1CCOCC1,16,37,i,-3,i,2,-1,-8,0
O=C(Oc1cccc(/C=N/Nc2nc(N3CCOCC3)nc(N3CCOCC3)n2)c1)c1ccco1,1,4,i,-15,i,3,-2,11,-4
Cc1cc(NC(=O)CCC(=O)N(Cc2ccccc2)C2(C(=O)NC3CCCCC3)CCCC2)no1,-5,-2,i,-3,i,-6,-1,11,-1
CCOC(=O)c1ccc(Oc2nc(OC)nc(N(C)C)n2)cc1,3,0,i,11,i,9,4,-1,4
O=C(N/N=C/c1ccc([N+](=O)[O-])cc1)c1ccc(NS(=O)(=O)c2cccs2)cc1,-2,6,i,7,i,-1,2,16,2
Cc1csc(SC(C)C(=O)NC2CCCCC2C)n1 (configuration not stated),1,-5,i,6,i,1,1,13,-3
Oc1csc(Cc2nc(-c3ccc(-c4ccccc4)cc3)cs2)n1,-6,-3,i,13,i,9,-1,10,9
CCOC(=O)C1=CN(Cc2cccc(F)c2)S(=O)(=O)NC1c1cccc(OC)c1 (configuration not stated),3,14,i,14,i,-4,-2,-9,-6
COc1ccc(C(=O)CSc2nc(=O)n(Cc3cccnc3)c3c2CCC3)cc1,-3,-7,i,7,i,-4,-3,38,5
CN(C)CCNC(=O)c1cccc(-c2cc(NC=O)c3ncc(-c4cccc(C(F)(F)F)c4)n3c2)c1,-3,-14,i,8,i,7,-5,-29,0
CCOC(=O)N1CCC(N2C(=O)c3ccccc3C2Nc2cccnc2)CC1 (configuration not stated),2,-7,i,-3,i,5,6,2,3
COc1ccc(-c2nc(CN3CCN(c4ncnc5ccccc45)CC3)c(C)o2)c(OC)c1,-2,36,i,8,i,3,-2,2,4
O=C(O)c1ccc(-c2nn3c(=O)cc(N4CCNCC4)nc3s2)cc1,3,-9,i,-4,i,-2,2,-18,-5
CCc1ccc(C(C(=O)NCc2ccc(OC)cc2)N(CCOC)C(=O)Cc2cccs2)cc1 (configuration not stated),-6,16,i,-8,i,0,2,-8,-4
C(=N\N(c1ccccc1)c1ccccc1)/c1ccc2c(c1)OCO2,-7,26,i,2,i,3,-1,7,5
O=C(CNC(=O)c1ccccc1F)NCCc1ccc(Cl)cc1,0,0,i,10,i,7,5,0,-3
Cc1cc(C)cc(SCc2noc(C(=O)NC(C)C)c2C(=O)O)c1,1,-3,i,13,i,-1,-1,4,-7
COc1ccc(S(=O)(=O)NCCS(=O)(=O)N2CCN(c3ccccc3)CC2)cc1,8,1,i,0,i,3,1,2,-2
CC(=O)Nc1ccc(S(=O)(=O)N2CCN=C2SCc2ccccc2C)cc1,2,7,i,-4,i,-1,0,13,-3
CCN1CCN(C(c2cccs2)C(C)NC(=O)C(=O)N2CCCCC2)CC1 (configuration not stated),-1,-4,i,-10,i,2,-2,3,-5
COc1cc(OC)cc(C(=O)N/N=C/c2ccc(OC)c(COc3ccc(F)cc3)c2)c1,21,20,i,14,i,0,-3,0,13
COc1ccc([C@H]2N[C@]3(CCCN(Cc4ccc(F)cc4)C3=O)[C@H]3C(=O)N(Cc4ccccc4)C(=O)[C@@H]23)cc1,-1,12,i,23,i,3,-2,0,3
CC(C)N(c1nnc(N)s1)C(C)C,2,-10,i,-13,i,-2,1,-44,-2
Cc1ccc(S(=O)(=O)NC(=O)Nc2cc(C)ccc2F)cc1,-2,-7,i,-11,i,-6,2,1,-1
Cc1ccccc1NC(=S)N1CCCC(c2nc3ccccc3[nH]2)C1 (configuration not stated),0,-5,i,0,i,1,0,-122,1
CCCCn1c(SCC(=O)Nc2cc(C)on2)nc2ccsc2c1=O,-1,2,i,10,i,-1,2,0,-7
CC1CCc2sc3ncnc(N4CCOCC4)c3c2C1 (configuration not stated),-10,-1,i,10,i,1,-2,13,-1
Cc1c(-c2ccc(Br)cc2)[n+](=O)c2c(n1[O-])CCCCC2,0,-9,i,7,i,2,-5,19,-1
O=C(COc1ccc2ccccc2c1)N/N=C/c1ccccn1,7,0,i,-8,i,-1,1,13,5
CCN1CCN(C(=O)c2cccc(OC3CCN(S(C)(=O)=O)CC3)c2)[C@@H](C)C1=O,1,-3,i,2,i,-1,1,6,0
Cc1cc(Br)ccc1SCC(=O)OCC(=O)Nc1ccc2[nH]c(=O)[nH]c2c1,-1,-7,i,-7,i,2,3,-2,2

# Reformatted: 3 of the compounds above
CCCCn1c(SCC(=O)Nc2cc(C)on2)nc2ccsc2c1=O
  MT1-MMP act inh = -1
  FAS-TE inh = 2
  Rpn11 block = i
  SKN-1 block = 10
  Neddyl block = i
  CSN inh = -1
  Rin1-Abl PPI inh = 2
  PABP1 MLLE inh = 0
  NadD inh = -7
CCOC(=O)N1CCC(N2C(=O)c3ccccc3C2Nc2cccnc2)CC1 (configuration not stated)
  MT1-MMP act inh = 2
  FAS-TE inh = -7
  Rpn11 block = i
  SKN-1 block = -3
  Neddyl block = i
  CSN inh = 5
  Rin1-Abl PPI inh = 6
  PABP1 MLLE inh = 2
  NadD inh = 3
Cc1cc(C)cc(SCc2noc(C(=O)NC(C)C)c2C(=O)O)c1
  MT1-MMP act inh = 1
  FAS-TE inh = -3
  Rpn11 block = i
  SKN-1 block = 13
  Neddyl block = i
  CSN inh = -1
  Rin1-Abl PPI inh = -1
  PABP1 MLLE inh = 4
  NadD inh = -7

# Further structures
SMILES,MT1-MMP act inh,FAS-TE inh,Rpn11 block,SKN-1 block,Neddyl block,CSN inh,Rin1-Abl PPI inh,PABP1 MLLE inh,NadD inh
O=c1c2ccccc2nc(SCc2ccncc2)n1CC1CCCO1 (configuration not stated),-4,-3,i,-7,i,-4,2,9,-2
O=C(c1ccc2[nH]c(=O)c(=O)[nH]c2c1)N1CCc2ccccc2C1,-3,-8,i,26,/,-4,-2,-6,0
Cn1c(=O)cc(OCC(=O)Nc2ccccn2)c2ccccc21,-1,-8,i,4,i,-3,-1,-8,0
Fc1ccc(OCCCCN2CCOCC2)cc1,3,-5,i,-2,i,-2,1,3,0
O=C(COC(=O)c1ccccc1Nc1ccccc1)c1ccccc1,7,32,i,11,i,0,0,-5,14
NS(=O)(=O)c1ccc(NC(=O)c2cccc(Cl)c2)cc1,0,-5,i,1,i,0,0,6,-3
O=C(O)c1cccc(Nc2ncnc3c2cnn3-c2ccccc2)c1,5,-5,i,5,i,2,2,-4,-4
Cc1onc(-c2ccccc2)c1CNC(=O)Nc1ccc(F)cc1F,3,2,i,0,i,-1,0,5,2
CCOc1ccc(-n2c(SCC(=O)NCc3ccco3)nc3c(c2=O)SCC3)cc1,2,1,i,17,i,8,-1,7,1
COc1cc(OC)cc(C(=O)NCC(=O)N2CCCCCCC2)c1,2,-10,i,2,i,-6,-1,-2,0
Cc1nc(SCC(=O)c2cccc([N+](=O)[O-])c2)n[nH]1,2,-2,i,12,i,3,0,24,2
CCOc1ccccc1NC(=O)COC(=O)CNS(=O)(=O)c1ccc(C)cc1,4,-6,i,-1,i,-2,-2,-5,-9
COCCCNC(=O)c1ccc2c(c1)OCO2,2,-6,i,-4,i,4,-2,3,-2
O=C1CCc2cc(S(=O)(=O)N3CCN(c4ccccc4)CC3)cc3c2N1CCC3,3,-6,i,9,i,-1,-4,3,3
CC(=O)Nc1cc(-c2cccc(NS(C)(=O)=O)c2)cn2c(-c3ccc(F)c(Cl)c3)cnc12,-4,17,i,2,i,10,3,-3,-5
Cc1cc(C)n2c(Br)c(CN3CCCC(C)C3)nc2n1 (configuration not stated),2,-5,i,10,/,7,3,2,3
O=C(CCNS(=O)(=O)c1cccs1)Nc1ccccc1F,2,-3,i,17,i,3,2,-12,0
O=C(O)C(F)(F)C(NCc1ccccc1)c1ccccc1 (configuration not stated),0,-4,i,-5,i,3,1,11,2
CCOC(=O)C1=C(CSc2nc3c(cc2C#N)CCC3)OC(N)=C(C#N)C1c1ccccc1 (configuration not stated),-171,20,i,24,i,-2,-6,12,13
O=C(Nc1nc2c(F)cc(F)cc2s1)C1COc2ccccc2O1 (configuration not stated),-4,12,i,14,i,5,-2,-40,7
CCCn1c(CN2CCN(C)CC2)nc2ccccc21,1,-5,i,2,i,10,2,-4,-2
CC(C#N)On1c(SC(C)C#N)nc2ccccc2c1=O (configuration not stated),4,1,i,5,i,-3,-1,9,9
COc1cccc(S(=O)(=O)Nc2ccc(C(=O)N3CCCCCC3)cc2)c1,1,-2,i,3,i,1,-2,-4,-8
Cc1ccc(S(=O)(=O)Nc2cccc(C(=O)NCC(c3ccco3)N(C)C)c2)cc1F (configuration not stated),3,-4,i,28,i,1,0,-9,-2
Cc1cccc(N(Cc2cc3ccccc3[nH]c2=O)C(=O)c2ccco2)c1C,3,0,i,-18,i,3,2,-6,-3
O=C1CCCC(=O)N1c1ccc(F)cc1,-2,-7,i,-6,i,4,1,7,-7
Cc1ccc2cc(/C=N/NC(=O)CN3CCOCC3)c(Cl)nc2c1,3,-10,i,-6,i,-1,-6,-18,1
O=C(/C=C/c1ccc2c(c1)OCO2)Nc1nc2ccc(F)cc2s1,-5,0,i,12,i,-2,-3,11,11
CC1CC(=O)Nc2ccccc2N1C(=O)Nc1ccc(F)cc1 (configuration not stated),1,-4,i,-6,i,1,1,6,2
COc1ccccc1N1CCN(C(=O)/C=C/c2c(Cl)nc3ccccn23)CC1,7,7,i,-4,i,-5,-6,-4,0
CCCCCCNC(=O)OC12CN(C(=O)OC(C)C)N(C(=O)OC(C)C)CC1(O)CN(S(=O)(=O)c1ccc(C)cc1)C2 (configuration not stated),0,11,i,-25,i,1,-2,-2,-6
COCCCNC(=O)c1ccc(CS(=O)(=O)c2ccc(Br)cc2)o1,7,-3,i,11,i,-3,-1,7,6
COc1ccc(C(=O)/C=C2/c3ccccc3CC(C)(C)N2C)cc1OC,-2,-4,i,11,i,-6,2,11,4
Cc1cc(NC(=O)c2ccccc2Cl)c(C(C)C)cc1O,-1,-2,i,-10,i,3,-5,-20,0
CCCNC(=O)N(C)C[C@H]1Oc2ncc(C#CCc3ccccc3)cc2C(=O)N([C@H](C)CO)C[C@H]1C,-5,-4,i,11,i,6,1,7,4
CN(C)CCCCNCCCNC(=O)/C=N\O,5,-9,i,-3,i,4,2,-2,6
CC(=O)NC(CC(=O)Nc1nccs1)c1ccccc1 (configuration not stated),-2,-4,i,0,i,-2,-3,0,-1
COc1ccccc1C(=O)NNC(=O)C(=O)NC(C)C,0,-8,i,1,i,-9,7,3,0
CCCn1c(O)c(CN2CCCC(C)C2)c(C)c(C#N)c1=O (configuration not stated),-15,-14,i,12,i,-9,3,41,-1
O=C(CN1CCN(C(=O)c2ccccc2)CC1)Nc1ccc(Cl)cc1F,2,-4,i,1,i,2,2,0,-2
Cc1ccc(N(C(=O)CNC(=O)c2ccco2)C(C(=O)NCC2CCCO2)c2ccccc2)cc1 (configuration not stated),1,-3,i,10,i,-1,2,14,1

# High-throughput results as filed in PubChem.
